Epigenetic derep – derepresses silenced GFP reporter in murine cells | murine LDR cells, GFP reporter derepression, 30 h | Potency, µM (titrated, usually from 53.9 µM), without a hit: top-dose GFP activation, most hits filed as activators | 0.2% of 280,000 active | AID 1865; note: potency is the fitted concentration of half-maximal effect; % of control where 0% means no effect; nearly all actives have a fitted effect of over 60% in size
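In this reporter-derepression format, murine cells bearing a silenced integrated CMV-GFP locus incubate with test compound (30 h, 37 C), then are washed and imaged; fluorescent objects of 20–120 um count as induced cells.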
NPSR antag – antagonists of human neuropeptide S receptor cAMP signaling. Q6W5P4. CHO-NPSR cells, cAMP TR-FRET, antagonist mode. Potency, µM (doses to about 38.3 µM), for the others: at the highest dose activity change, negative = inhibition, hits mostly inhibitors. 1% of 220,000 active. AID 1461; note: potency is the fitted concentration of half-maximal effect; % is set by controls: 0 for no effect and ±100 for the full control effect; nearly all actives have a fitted effect of over 50% in size; many of its hits are not listed in these tables
Target sequence (Q6W5P4 whole entry, looked up): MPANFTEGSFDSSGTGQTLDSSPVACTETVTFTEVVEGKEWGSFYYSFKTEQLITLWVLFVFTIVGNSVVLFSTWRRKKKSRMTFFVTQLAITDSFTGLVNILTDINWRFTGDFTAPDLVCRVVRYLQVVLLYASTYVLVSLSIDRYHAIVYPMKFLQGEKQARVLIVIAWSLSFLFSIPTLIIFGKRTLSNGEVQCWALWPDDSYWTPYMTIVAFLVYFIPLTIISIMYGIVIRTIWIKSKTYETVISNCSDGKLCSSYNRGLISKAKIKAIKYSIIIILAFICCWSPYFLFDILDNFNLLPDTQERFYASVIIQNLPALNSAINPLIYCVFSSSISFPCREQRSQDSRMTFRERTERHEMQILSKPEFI
IMPase Li inh – IMPase inhibition in cells with lithium potentiation. Potency, µM (highest dose often 59.4 µM), for inactives: at the top dose activity, negative = IMPase inhibition, actives largely listed as inhibitors. CHO-M1 cells, IP1 TR-FRET (IP-One), carbachol + lithium. 0.35% of 210,000 active;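 note: IP1 builds up when IMPase is blocked and the TR-FRET signal falls; potency is the fitted concentration of half-maximal effect; plate controls were basal vehicle for no effect and high inhibitor control for full effect; nearly all actives have a fitted effect of over 50% in size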
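IP1 accumulation measured by competitive TR-FRET in lysed CHO-M1 cells after 30 min compound exposure at 37C, with a small lithium addition to potentiate weak responses. Hill-equation AC50 from ratio and donor-channel data.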
HTT aggregate – inhibitors of mutant huntingtin aggregate formation in PC12 cells; PC12 HttQ103-GFP aggregates, Acumen cytometry, 40 h; Potency, µM (top dose mostly 46.1 µM), for the others: at the top dose activity change, negative = inhibition, most hits filed as inhibitors; 1.1% of 220,000 active; AID 1688; note: potency is the fitted concentration of half-maximal effect; % is set by controls: 0 for no effect and ±100 for the full control effect; nearly all actives have a fitted effect of over 60% in size
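Multiplexed with ATP-based cell death, this channel scores GFP aggregates in PC12 cells expressing inducible HTTex1-Q103-GFP. Induction used 100 nM tebufenozide; compounds were tested in concentration series.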
Lamin A splicing – modulators of lamin A splicing; HeLa LMNA splicing GFP/RFP minigene ratio, 48 h; Potency, µM (titrated, usually from 46.1 µM), for inactives: at the highest dose ratio change, negative = inhibition, actives largely listed as inhibitors; 0.01% of 200,000 active; active = well fitted inhibition curve with a large enough effect in the signal ratio, with a control signal flat, not every such curve was filed as active; inconclusive = small, poorly fitted or top-dose-only effect, or effect the other way, or a change in a side signal; the % refers to the signal ratio; note: potency is the fitted concentration of half-maximal effect; % is set by controls: 0 for no effect and ±100 for the full control effect
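S3 HeLa stable clones carrying a lamin A-EGFP splicing minigene plus DsRed2 were seeded at 600 cells/well in Opti-MEM with 2% FBS, pin-dosed and incubated 48 h at 37°C. Acumen cytometry (488 nm) gave the GFP/RFP total-intensity ratio.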
CBFb RUNX1 block – blocks binding between human CBF-beta and RUNX1 | Potency, µM (series often up to 59.8 µM), without a hit: at the highest dose activity, negative = inhibition, usual class: inhibitors | Q01196+Q13951 | AID 1477 | AlphaScreen CBFb-His/RUNX1-biotin binding, biochemical | 230,000 tested, under 10 active; note: % of control where 0% means no effect
Target sequence (Q01196 whole entry, looked up): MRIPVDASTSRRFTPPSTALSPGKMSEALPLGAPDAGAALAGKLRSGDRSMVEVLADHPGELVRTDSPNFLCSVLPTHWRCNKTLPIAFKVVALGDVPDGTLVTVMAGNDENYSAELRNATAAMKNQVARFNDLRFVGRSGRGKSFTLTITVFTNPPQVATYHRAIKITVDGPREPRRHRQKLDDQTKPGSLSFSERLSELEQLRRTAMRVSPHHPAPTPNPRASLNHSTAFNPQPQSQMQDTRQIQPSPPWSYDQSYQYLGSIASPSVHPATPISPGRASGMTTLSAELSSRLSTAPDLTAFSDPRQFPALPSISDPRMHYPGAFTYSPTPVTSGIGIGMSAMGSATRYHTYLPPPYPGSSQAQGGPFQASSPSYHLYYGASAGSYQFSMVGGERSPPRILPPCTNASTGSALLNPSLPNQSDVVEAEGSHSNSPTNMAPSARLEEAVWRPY
Target sequence (Q13951 whole entry, looked up): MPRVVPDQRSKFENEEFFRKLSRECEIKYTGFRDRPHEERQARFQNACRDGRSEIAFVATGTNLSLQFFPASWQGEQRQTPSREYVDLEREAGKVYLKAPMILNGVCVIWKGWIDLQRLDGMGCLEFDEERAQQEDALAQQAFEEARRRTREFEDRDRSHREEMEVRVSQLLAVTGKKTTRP
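Inhibition was taken as any reduction in AlphaScreen signal from the CBF-beta–RUNX1 pair (His and biotin tags, 30 nM each), measured after compound (15 min) and bead (90 min) incubations at room temperature.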
KinaseGlo FLuc – blocks Kinase-Glo luciferase, a counter-screen artifact | 0.28% of 200,000 active | Potency, µM (top dose mostly 38.3 µM), for inactives: top-dose activity change, negative = inhibition, actives largely listed as inhibitors | Kinase-Glo luciferase, ATP luminescence, 8 min; note: potency is the fitted concentration of half-maximal effect; % is set by controls: 0 for no effect and ±100 for the full control effect; nearly all actives have a fitted effect of over 60% in size
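Recombinant Kinase-Glo luciferase, 10 uM ATP (linear range), luciferin; imidazole pH 7.2 / KCl / MgCl2 / Tween / BSA buffer; 8 min RT; luminescence.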
An asterisk follows results filed as active; ? = inconclusive; nt = not tested or not shown; & = joins results of further samples; [ ] = another dose, or the depositor's remark. Unless noted, calls come from the whole dose curve; as a rule, active = well fitted curve in the direction sought with a large enough effect; inconclusive = small, poorly fitted or top-dose-only effect, or another doubt; inactive = no such curve, though single readings can be large; an effect the other way counts as inactive or inconclusive. A portion of the library; the hit share may differ from the screen's.

SMILES	Epigenetic derep	NPSR antag	IMPase Li inh	HTT aggregate	Lamin A splicing	CBFb RUNX1 block	KinaseGlo FLuc
C=CCNC(=O)c1onc(CSc2ccc(F)cc2)c1C(=O)NCCOC	-2.9%	-2%[46.1 µM]	-26%[38.3 µM]	2%	7%	1%	-2%
CCOC(=O)c1ccc(S(=O)(=O)Nc2nc3cc(S(=O)(=O)NC4=NCCCCC4)ccc3s2)cc1	-0.2%	8%	2%	-19%	-25%[46 µM]	-17%	0%
COC(=O)N1CCN(c2ccc(OC)cc2)CC1	-3.0%	-14%[46.1 µM]	12%[38.3 µM]	11%	3%	3%	1%
COc1ccc(CCNc2ccc(C(=O)O)cc2[N+](=O)[O-])cc1OC	?	-30%	-1%	4%	1%[9.22 µM]	0%	-3%
Cc1ccccc1NC(=S)N(Cc1cccnc1)Cc1ccco1	-3.2%	3%	19%	-5%	-14%	3%	1%
CCc1ccc(-c2nc(-c3ccncc3)no2)cc1	-0.9%	-10%[46.1 µM]	-3%[38.3 µM]	-15%	?	6%	8%
CCOC(=O)CCc1c(C)c2ccc(OCc3ccc([N+](=O)[O-])cc3)cc2oc1=O	-1.9%	-5%[46.1 µM]	-13%[38.3 µM]	12%	-1%	3%	9%
CC(C)C(NC(=O)c1ccc(Br)cc1)C(=O)NC1=NCCS1 (configuration not stated)	-1.9%	4%	1%	20%	-2%[46 µM]	-7%	-1%
S=C1NCCOCCOCCOCCOCCNC(=S)NCCOCCOCCOCCOCCN1	-3.6%	-7%[46.1 µM]	2%	11%	-4%	17%	-3%
CC(=O)Nc1cccc(/C(C)=N/NC(=O)c2ccc(O)cc2)c1	-1.6%	1%	-2%	?	-16%[46 µM]	7%	2%
O=C(CN1C(=O)NC2(CCCC2)C1=O)N1CCc2ccccc2C1	6.6%	21%	-15%	-6%	nt	7%	-1%
COc1cccc(C2Nc3ccccc3C(=O)N2O)c1O (configuration not stated)	-1.3%	-17%[46.1 µM]	10%[38.3 µM]	?	2%	-1%	1%
Cc1cc(C(=O)N(NC(=O)C(C)C)c2ccccc2)cs1	0.2%	-3%	26%	0%	nt	12%	3%
CCN1CCN(c2nc(-c3ccccn3)nc3ccccc23)CC1	3.5%	-1%[46.1 µM]	28%[38.3 µM]	-24%	9%	?	2%
Cc1ccc(C(=O)Nc2cccc(C(=O)NCc3ccccc3)c2)cc1	0.0%	-6%	1%	-6%	?	7%	-3%
CCCSc1nc2c(c(=O)[nH]c(=O)n2C)n1CC(O)COc1ccccc1 (configuration not stated)	-1.4%	11%[7.67 µM]	nt	-3%[9.22 µM]	nt	6%	nt
COc1ccc(OC)c(C(c2nnnn2CCc2ccccc2)N2CCN(c3ccccc3)CC2)c1 (configuration not stated)	0.6%	3%[7.67 µM]	11%[38.3 µM]	-12%	-7%	-18%	-4%
Cc1ccc(C(=O)c2cc3ccccc3o2)cc1	-0.9%	-11%[46.1 µM]	-15%[38.3 µM]	-4%	15%[0.0737 µM]	18%	-6%
COC(C)(C)[C@]12CC(O)(c3ccccc3)ON1[C@H]1CCCCC1N2O (some centres not stated)	0.0%	-7%[46.1 µM]	19%[38.3 µM]	?	5%	0%	1%
CCN1CCCc2cc(CN(CCN3CCOCC3)C(=S)Nc3ccccc3OC)ccc21	-1.8%	-31%	21%	-5%[9.22 µM]	?	-28%	1%
O=C(NNC1CC(=O)N(c2ccccc2)C1=O)c1ccc(COc2ccccc2Cl)o1 (configuration not stated)	-1.3%	10%	-7%	8%	-2%	9%	-2%
O=C(NNc1c(Cl)cccc1Cl)c1c(F)cccc1Cl	7.9%	-12%	nt	4%[9.22 µM]	nt	7%	nt
FC(F)(Cl)c1nnc2ccc(Sc3ccccn3)nn12	0.0%	11%	3%	?	-9%[46 µM]	13%	1%
COc1cc2c3cc1Oc1c(OC)c(OC)cc4c1[C@@H](Cc1ccc(O)c(c1)Oc1ccc(cc1)C[C@@H]3N(C)CC2)N(C)CC4	-1.2%	nt	18%	nt	nt	-1%[21.7 µM]	-2%
Cc1ccc(NC(=O)Cn2cnc3cc([N+](=O)[O-])ccc3c2=O)cc1	2.2%	-18%	nt	3%[9.22 µM]	2%[46 µM]	-29%	nt
C[n+]1cccc(CNC(=O)/C=N/O)c1	0.0%	-9%[46.1 µM]	?	12%	2%	4%	0%
CCN1CCN(C(=O)c2nn(-c3ccccc3)c(=O)c3ccccc23)CC1	0.0%	-2%[46.1 µM]	-7%[38.3 µM]	12%	6%	1%	-3%
CCOC(=O)CNC(=O)CSc1nc(N(C)C)nc(N2CCOCC2)n1	3.7%	-2%[46.1 µM]	-8%[38.3 µM]	3%	8%	2%	-2%
c1ccc(-n2nnnc2-n2nnc3ccccc32)cc1	-1.0%	-1%[46.1 µM]	19%[38.3 µM]	1%	4%	5%	0%
COc1ccc(C(=O)NCC(=O)OCc2ccc([N+](=O)[O-])cc2)cc1	-0.4%	1%	9%	11%	-11%[46 µM]	9%	3%
COc1cccc(-c2noc(N)c2C#N)c1	-0.7%	1%[46.1 µM]	17%[38.3 µM]	11µM*	-1%	-2%	-2%
O=C(Nc1ccccc1)C1CC2CCCC(C1)C2=O (configuration not stated)	-1.0%	9%[46.1 µM]	24%[38.3 µM]	7%	5%	0%	-9%
CC(C)CC(c1nnnn1CC1CCCO1)N1CCN(C2CCCC2)CC1 (configuration not stated)	1.0%	-10%[46.1 µM]	2%[38.3 µM]	1%	12%	-1%	-1%
Cc1ccc(Nc2c(-c3ccco3)nc3ccccn23)cc1	-2.0%	-22%	-8%	12%	-25%	-3%	1%
CC(=O)N1CCN(S(=O)(=O)c2cccc(C(=O)Nc3ccc4c(c3)CCC4)c2)CC1	0.0%	-1%[46.1 µM]	11%	?	?	-5%	-1%
COc1ccc(S(=O)(=O)NC2CC2)cc1C(=O)N1CCOCC1	-0.3%	17%	-10%	11%	3%[9.22 µM]	2%	1%
CC(C)(C)OC(=O)N1CCN(C(=O)c2cccnc2Cl)CC1	-0.9%[10.1 µM]	14%	5%	4%[9.22 µM]	15%[46 µM]	7%	0%
CC(C)(C)c1ccc(OC(=O)c2ccc3nsnc3c2)cc1	-0.8%	-8%[46.1 µM]	40%[activator][38.3 µM]	-20%	-1%	-7%	-5%
NC/C=C/C(=O)O	-0.1%&0.0%&3.5%	2%[46.1 µM]	-2%&-5%&11%	-11%	-19%&-7%	13%&25%	0%&-2%
Cc1cc(C(=O)N/N=C2\CC(=O)CC(C)(C)C2)c(C)n1-c1ccccc1	3.4%	10%	7%	0%	?	-1%	-7%
Cc1c(CNCC(C)c2ccccc2)c(C(=O)O)c(C)n1Cc1ccccc1 (configuration not stated)	-0.3%	8%	4%	?	nt	-4%	nt
CS(=O)(=O)N1CCc2cc(C(=O)N3CCCC3)ccc21	-0.1%	10%	-8%	-1%	14%[46 µM]	15%	10%
O=C(CSc1ccc(Cl)cc1)NN=C1CCCCCC1	-2.7%	4%	-10%	4%	26%[46 µM]	-19%	1%
CC(C)C(=O)NC(Nc1ccccc1F)C(Cl)(Cl)Cl (configuration not stated)	-2.7%	-11%[46.1 µM]	-3%[38.3 µM]	-7%	6%[0.0737 µM]	2%	1%
CC(=O)N1CCN2C(=O)C1CCCC(=O)c1cc(C3CCCCC3)ccc12 (configuration not stated)	0.0%	-7%[7.67 µM]	-12%[38.3 µM]	3%	2%	-5%	11%
Cc1ccc2nc(-c3sc4nc(C)cc(C)c4c3N)[nH]c2c1	1.0%	10%[46.1 µM]	-22%	4%	-5%	15%	0%
COC(=O)[C@H](CCSC)NC(=O)NCc1ccc(S(N)(=O)=O)cc1	-1.0%	6%[46.1 µM]	8%[38.3 µM]	2%	-10%	2%	2%
CC1CN(C(=O)COC(=O)c2ccc(N(C)C)cc2)CC(C)O1 (configuration not stated)	0.0%	7%	2%	-5%	3%[46 µM]	-1%	-1%
CCCCCN1CSC(=S)N(Cc2ccccc2)C1	4.6%	-34%	12%	14%	?	5%	2%
Cc1onc(-c2ccccc2)c1C(=O)N/N=C/c1cc2c(cc1Br)OCO2	0.0%	-38%	14%	4%	?	1%	2%
COc1ccc2cc(C(=O)C3CCCN(C(=O)CCc4cnn(C)c4)C3)ccc2c1 (configuration not stated)	-0.1%	-1%	4%	-2%[9.22 µM]	nt	3%	nt
COc1ccc(NC2CCN(C3CC(=O)N(c4ccc(F)c(Cl)c4)C3=O)CC2)cc1 (configuration not stated)	0.0%	-7%[46.1 µM]	26%[38.3 µM]	11%	-3%	-6%	2%
Cc1ccc(NC(=O)c2onc(C)c2Cl)cc1	0.1%	4%[46.1 µM]	8%[38.3 µM]	1%	-5%	-1%	-5%
COCCCN1C(=O)c2ccc(C(=O)NCc3ccco3)cc2C1=O	-0.5%	-15%[46.1 µM]	-4%[38.3 µM]	-3%	8%	0%	9%
NC(=O)N/N=C/c1cc(Br)ccc1OCC(=O)NCc1ccccc1	0.0%	5%	34%[activator]	5%	?	10%	2%
Cc1onc(-c2ccccc2Cl)c1C(=O)NC(=S)NCc1cccnc1	2.4%	-24%	24%	23%	nt	5%	1%
Cc1ccc(CNC(=O)Cn2ccc3ccccc3c2=O)o1	-0.9%	-6%[46.1 µM]	-5%	19%	-3%	1%	8%
Oc1c(Cl)cc(Cl)cc1C=Nc1ccc(Br)cc1	-1.2%	?	-10%[38.3 µM]	9%	18%	-5%	-1%
Cc1ccc2cccc(OC(=O)/C=C\c3ccccc3)c2n1	-0.1%	3%	9%	10%[9.22 µM]	5%[46 µM]	7%	-1%
COC(=O)c1ccc(C(=O)OC)c(NC(=O)CN2CCN(c3ccccc3OC)CC2)c1	-0.9%	-15%[46.1 µM]	4%	-16%	-10%	10%	4%
CCCCN(C(=O)c1cc(=O)[nH]c2ccccc12)c1c(N)n(CCC)c(=O)[nH]c1=O	1.1%	-19%	nt	5%[9.22 µM]	11%[46 µM]	14%	nt
COc1ccc(C(=O)Nc2ccc3oc(-c4cccnc4)nc3c2)cc1OC	1.0%&-0.8%	11%	-2%	3%[9.22 µM]	nt	12%	-1%

Record cards, as listed above. Order of values: Epigenetic derep, NPSR antag, IMPase Li inh, HTT aggregate, Lamin A splicing, CBFb RUNX1 block, KinaseGlo FLuc
COc1ccc(NC2CCN(C3CC(=O)N(c4ccc(F)c(Cl)c4)C3=O)CC2)cc1 (configuration not stated) reads 0.0%, -7%[46.1 µM], 26%[38.3 µM], 11%, -3%, -6%, 2%
Cc1onc(-c2ccccc2)c1C(=O)N/N=C/c1cc2c(cc1Br)OCO2 reads 0.0%, -38%, 14%, 4%, ?, 1%, 2%
